Screening results as filed in PubChem.
CRFBP-R2 agonist = CRF-BP/CRF-R2 complex agonism | HEK293 CRF-R2/CRF-BP, calcium dye fluorescence (FLIPR); percent of saturating CRF peptide response | activation, % at 13.2 µM | 0.46% of 350,000 active | AID 588473;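 active means activation of at least 50%, plus an integration ratio under a set limit after plate pattern correction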;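 further: plate controls were neutral control wells without compound for no effect and CRF at EC100 for full effect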
CHRM5 antagonist = CHRM5 antagonism in calcium assay. 0.59% of 360,000 active. inhibition, % at 3 µM. P08912. CHO-hM5 cells, Fluo-8 calcium fluorescence, ACh EC80;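 active means inhibition above a per-plate cutoff, the mean of that plate's test compounds plus 3 SD, cut at about 27% in these data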;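 further: 0% = acetylcholine EC80 with DMSO and 100% = DMSO without agonist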
M4 ag = CHRM4 agonism in calcium assay. P08173. CHO-K1 hM4/Gqi5, Fluo-8 calcium fluorescence; vehicle 0%, full acetylcholine response 100%. activation, % at 3 µM. 0.14% of 360,000 active;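 active means activation above the run mean over all test wells plus 3 SD, cut at about 32% in these data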;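 further: peak over basal fluorescence ratio per well then scaled between controls; 0% = DMSO wells and 100% = acetylcholine at EC100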
Target sequence (P08173 whole entry, looked up): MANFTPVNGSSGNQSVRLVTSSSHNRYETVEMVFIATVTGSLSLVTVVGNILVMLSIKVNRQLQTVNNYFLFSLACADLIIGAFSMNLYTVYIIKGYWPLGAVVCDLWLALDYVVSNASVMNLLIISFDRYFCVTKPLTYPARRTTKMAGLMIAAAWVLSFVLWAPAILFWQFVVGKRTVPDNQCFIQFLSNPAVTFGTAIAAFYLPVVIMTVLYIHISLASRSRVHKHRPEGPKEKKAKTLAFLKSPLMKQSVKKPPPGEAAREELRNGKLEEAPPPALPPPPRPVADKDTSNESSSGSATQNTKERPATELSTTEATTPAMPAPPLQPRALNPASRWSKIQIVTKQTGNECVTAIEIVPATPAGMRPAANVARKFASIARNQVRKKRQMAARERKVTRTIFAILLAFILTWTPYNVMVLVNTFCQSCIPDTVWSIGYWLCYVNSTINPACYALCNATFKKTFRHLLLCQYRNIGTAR
CHRM4 antagonist = CHRM4 antagonism in calcium assay; P08173; CHO-hM4 cells, ACh EC80, Fluo-8 calcium fluorescence; inhibition, % at 3 µM; 0.73% of 360,000 active; AID 624125;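 active means inhibition above its plate's cutoff, the mean inhibition of sample wells plus 3 SD, cut at about 27% in these data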;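 further: 0% = acetylcholine EC80 with DMSO and 100% = DMSO without agonist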
CHRM5 agonist = CHRM5 agonism in calcium assay. P08912. activation, % at 3 µM. 0.19% of 360,000 active. CHO-K1 hM5 cells, Fluo-8 calcium fluorescence; 0% DMSO wells, 100% maximal acetylcholine response;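 active means activation above the run's mean over test compounds plus 3 SD, cut at about 23% in these data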;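 further: signal is peak over basal fluorescence ratio across the kinetic read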
CRFBP-R2 block = antagonists of CRF-binding protein/CRF-R2 receptor complex. HEK293 CRF-R2/CRF-BP, CRF-induced calcium fluorescence. inhibition, % at 11.8 µM. 0.59% of 350,000 active;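 active means inhibition of the ligand-induced calcium signal above about 50% at the single tested concentration, limit read from the data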
M4 PAM = positive allosteric modulators of human muscarinic M4 receptor | P08173 | CHO-K1 hM4/Gqi5, Fluo-8 calcium fluorescence, ACh EC20; 0% = ACh EC20, 100% = maximal ACh | activation, % at 3 µM | 0.4% of 360,000 active | AID 624126;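 active means activation above its plate's cutoff, the mean activation of sample wells plus 3 SD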; further: some results filed as inactive read as strong as hits
M5 PAM = CHRM5 positive allosteric modulation | P08912 | CHO-K1 hM5, Fluo-8 calcium, ACh EC20 PAM; 0% = ACh EC20, 100% = ACh EC100 | activation, % at 3 µM | 0.3% of 360,000 active;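 active means activation above the run cutoff, the mean activation of all test compounds plus 3 SD, cut at about 18% in these data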
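Probe or stimulus: acetylcholine, EC20 level; Assay system: human M5 receptor in CHO-K1 cells; Schedule: compound preincubation 140 s before EC20 acetylcholine addition; Technique: intracellular calcium via Fluo-8 fluorescence; Dosing: single-point, 3 µM nominal; Read-out basis: percent activation from peak-over-basal fluorescence ratio, scaled EC20-to-EC100 acetylcholine; Repeats: one well per compound, no replicates.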
M1 PAM = potentiates human M1 receptor response to acetylcholine | 0.088% of 360,000 active | CHO-K1 hM1, Fluo-8 calcium fluorescence, ACh EC20; 0% = ACh EC20, 100% = maximal ACh | activation, % at 3 µM | AID 588819 | P11229; in the data active means activation above about 19%, passing the limit was not always enough
Target sequence (P11229 whole entry, looked up): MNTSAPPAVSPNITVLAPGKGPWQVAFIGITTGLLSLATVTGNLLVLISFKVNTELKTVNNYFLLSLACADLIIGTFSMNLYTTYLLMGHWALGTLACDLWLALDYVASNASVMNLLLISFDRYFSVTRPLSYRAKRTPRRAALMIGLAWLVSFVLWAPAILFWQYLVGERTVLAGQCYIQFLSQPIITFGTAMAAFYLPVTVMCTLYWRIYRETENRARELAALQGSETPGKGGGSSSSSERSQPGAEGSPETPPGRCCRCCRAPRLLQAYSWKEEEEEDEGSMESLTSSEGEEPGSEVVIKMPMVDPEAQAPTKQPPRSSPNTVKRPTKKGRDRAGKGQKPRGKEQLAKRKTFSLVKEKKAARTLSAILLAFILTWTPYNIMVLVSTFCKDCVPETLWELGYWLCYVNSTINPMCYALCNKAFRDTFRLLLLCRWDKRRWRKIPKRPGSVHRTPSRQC
Starred values were filed as active, the others as inactive; x = not tested or not shown.

CRFBP-R2 agonist,CHRM5 antagonist,M4 ag,CHRM4 antagonist,CHRM5 agonist,CRFBP-R2 block,M4 PAM,M5 PAM,M1 PAM,Compound
3.3,9,1,5,1,5,0,3,5,O=C(NCc1ccccc1)C1=C[C@H](C2CCCCC2)C[C@H](OCc2ccc(CO)cc2)O1
0.8,9,0,4,0,-6,1,-1,0,CCOC(=O)c1c(NC(=O)C2CC=CCC2C(=O)O)sc(C)c1CC (stereo not drawn)
0.4,0,1,4,-1,13,-5,-6,9,O=C(O)c1ccc(C2SCC(=O)N2Cc2ccco2)cc1 (stereo not drawn)
-7.1,-2,0,-3,0,2,0,1,2,COc1ccccc1OCCn1c(=S)[nH]c2ccccc21
-0.2,-9,0,1,0,8,-2,-1,2,CC(NC(=O)c1cc(-c2ccc(Br)cc2)on1)c1ccccc1 (stereo not drawn)
-0.3,4,3,0,5,0,3,3,12,Cc1ccc(N2C(=O)[C@@H]3C(c4cccnc4)=NO[C@@H]3C2=O)c(C)c1
0.1,-9,1,-21,1,6,6,-1,0,O=C(O)c1ccc(NC(CSCc2cccc(F)c2)C(=O)O)c([N+](=O)[O-])c1 (stereo not drawn)
1.5,9,9,1,-2,-8,-3,-10,4,O=C(c1cccc(COc2ccc(Cl)cc2Cl)c1)N1CCN(c2ccccn2)CC1
0.6,11,4,7,-4,-44,-1,-3,0,CN1CCN(/N=C/c2ccc(-c3ccccc3)cc2)CC1
1.4,2,0,15,-2,14,-13,1,-2,N#Cc1cc2c(=O)n3ccccc3nc2n(CCCn2ccnc2)c1=N
-0.4,5,2,6,1,-23,0,-12,-7,COc1ccc2nc(NC(=O)Cn3cnc4c(=O)n(C)c(=O)n(C)c43)sc2c1
-2.8,-2,3,-8,0,-23,16*,2,7,O=C(Nc1nnc(COc2ccccc2)s1)c1ccco1
2.2,12,2,-1,-2,-47,8,-8,1,CCN(CC)c1ccc(C=C2C(=O)OC(c3ccccc3)OC2=O)cc1 (stereo not drawn)
-0.9,-4,0,12,-12,11,-3,5,-6,Cc1ccc(C(c2nnnn2Cc2cccs2)N2CCN(Cc3ccc4c(c3)OCO4)CC2)cc1 (stereo not drawn)
0.2,3,-1,6,-5,-15,-8,-6,-3,COc1ccc(N(CC(=O)Nc2cc(Cl)ccc2OC)S(=O)(=O)c2c(C)noc2C)cc1
-1.3,8,0,12,-13,14,-4,-7,-6,CN(CC(=O)NCCN1CCN(Cc2ccccc2)CC1)S(=O)(=O)c1cccc2nsnc12
1.2,-1,0,-10,0,-5,-2,-1,-3,O=C(c1ccc(S(=O)(=O)N2CCOCC2)cc1)N(c1ccc(F)cc1)C1C=CS(=O)(=O)C1 (stereo not drawn)
2.4,3,0,3,1,-11,3,-2,4,C[C@H]1CN([C@@H](C)CO)C(=O)CCCn2nncc2CO[C@@H]1CN(C)C(=O)Cc1ccccc1
-0.3,6,0,-11,2,-3,8,2,16,Cc1nn(CC(=O)NCCCN2CCCC2=O)c(C)c1[N+](=O)[O-]
-2.7,8,10,-2,5,20,-4,0,3,Cc1cc(C(=O)COc2cccnc2[N+](=O)[O-])c(C)n1Cc1ccco1
0.8,1,3,-10,-2,-17,6,1,2,COc1cccc(N(C(=O)Cn2nnc(-c3ccc(C)o3)n2)C(C(=O)NC(C)(C)C)c2cccs2)c1 (stereo not drawn)
-1.5,1,1,3,1,8,0,-1,10,Cc1cc(-c2ccccc2)nc(SCc2ccc(C(=O)O)cc2)n1
5.5,-5,1,1,-3,-11,-3,-4,0,COC(=O)c1ccc2c(=O)n(CC3CCCO3)c(SCC(=O)Nc3ccccc3OC)nc2c1 (stereo not drawn)
x,5,1,-4,0,x,3,0,9,COCCNC(=O)C1(C)CCCN(CCC(=O)c2ccc(Br)cc2)C1 (stereo not drawn)
-1.3,-3,1,-9,3,2,0,1,2,CN(C(=O)COC(=O)c1ccccc1NCc1ccco1)c1c(N)n(Cc2ccccc2)c(=O)[nH]c1=O
8.3,-8,1,-2,2,-67,6,4,9,O=C(CCN1CCOCC1)Nc1c(-c2ccccc2)c2cc(Br)ccc2[nH]c1=O
1.9,-7,2,-12,-4,-7,5,0,2,O=C(CCCOc1ccc(Cl)cc1Cl)NCCc1ccccn1
1.5,9,1,-12,-8,-7,-2,-6,-14,CCOc1ccc(C(=O)NCC(c2cccs2)N(C)C)cc1OCC (stereo not drawn)
-0.8,21,6,0,8,3,-8,-7,15,Cc1cc(C(=O)NC2CCCc3c2cnn3-c2ccc(C)c(C)c2)nc(C)n1 (stereo not drawn)
-2.2,-7,3,12,-7,-2,-4,-3,2,CCCC(C(=O)NC1CCCCC1)N(Cc1ccco1)C(=O)CNS(=O)(=O)c1ccccc1 (stereo not drawn)
-1.2,-7,3,-18,0,-1,11,9,15,O=S(=O)(NCCN1CCOCC1)c1ccc2c(c1)OCCO2
-2.3,10,6,-7,10,-19,-3,-5,2,CC(O)CNc1nc2c(c(=O)n(Cc3ccc(Cl)c(Cl)c3)c(=O)n2C)n1C (stereo not drawn)
-2.4,7,-2,-3,-3,12,4,-2,-1,Cc1ccc(SCC(=O)NC(=O)NCc2ccco2)c(C)c1
33,8,0,4,-5,-47,15,4,15,O=C(OCc1c(-c2ccccc2)ncc2ccccc12)c1cccs1
-2.9,10,0,-2,-1,-2,22,5,3,NNC(=O)Cn1c(SCc2ccccc2)nc2ccccc21
-0.2,1,2,4,2,-8,-2,-3,4,O=C1CC(c2ccco2)CC(O)=C1C=Nc1ccc(Br)cc1 (stereo not drawn)
-0.7,4,4,2,-1,-85,-1,-2,-1,Cn1c(C(=O)N2CCN(c3nc4ccccc4s3)CC2)cc2sccc21
1.1,3,0,0,5,8,-4,5,9,O=S(=O)(NCCc1nc2ccccc2[nH]1)c1ccccc1
0.6,5,0,5,1,8,-2,-5,1,CCN(CC(=O)Nc1ccc2c(c1)OCCO2)CC(=O)Nc1ccccc1C(F)(F)F
0.2,-4,4,-1,-1,2,0,6,0,Cc1nc2cc(NC(=O)c3ccc([N+](=O)[O-])s3)ccc2s1
-0.3,7,4,-6,-7,1,3,-10,-4,Cc1cc(N2CCN(C)CC2)ccc1NC(=O)c1ccc(-c2ccc(Cl)cc2)o1
-1.1,4,0,9,4,-15,3,0,0,COc1ccc(C2C(C(C)=O)=C(O)C(=O)N2c2nccs2)cc1 (stereo not drawn)
-0.5,-1,2,3,-2,6,-2,10,24,COc1ccc(C2C(C(=O)c3ccco3)=C(O)C(=O)N2CCN2CCOCC2)c(OC)c1 (stereo not drawn)
0.2,8,2,-6,4,-3,9,-8,4,CCC(=O)Nc1ccc(C(=O)CN2C(=O)NC3(CCOc4ccccc43)C2=O)cc1 (stereo not drawn)
-0.8,4,1,-13,-1,1,3,9,7,O=S1(=O)[C@H]2C[C@@H]3C=C[C@@]2(CN1Cc1ccccc1F)O3
-0.4,6,0,6,-2,5,-5,-5,-6,CCn1c2c(c3cc(C(=O)O)ccc31)CCCC2=O
-0.4,2,1,-11,1,-2,5,4,10,Cc1c(C(=O)OCC(=O)NCC2CCCO2)oc2ccccc12 (stereo not drawn)
3.1,14,2,-4,-4,25,-5,-12,4,COc1cccc(C(=O)NCC2CCCN(C(=O)c3ccc(C=O)cc3)C2)c1OC (stereo not drawn)
2.2,-3,0,1,-5,-15,-2,-2,-6,CSc1snnc1-c1ccccc1
-2.7,13,5,7,-7,-4,-3,-5,-6,CCOC(=O)c1[nH]c2ccc(C(=O)OC)cc2c1C(=O)OCC

The results go on:
CRFBP-R2 agonist,CHRM5 antagonist,M4 ag,CHRM4 antagonist,CHRM5 agonist,CRFBP-R2 block,M4 PAM,M5 PAM,M1 PAM,Compound
-1.5,-2,1,-6,3,14,2,-2,5,Cc1ccc(-n2nc(C)c3c(C)c(CCC(=O)NCc4ccccc4)c(C)nc32)cc1
-2.2,-15,5,8,-7,3,-13,1,-2,O=S(=O)(NC1CCCCC1)c1ccc(-c2csnn2)s1
-0.1,-4,4,-20,9,-4,25,7,3,Cc1ccc(NS(=O)(=O)c2cc(C(=O)Nc3cccc(N(C)S(C)(=O)=O)c3)ccc2C)c(C)c1
2.9,5,1,-8,6,8,15,5,8,CC(=O)Nc1nc2ccccc2[nH]1
x,-6,-2,-15,-4,x,10,6,5,Cn1ccc2c(-c3ccc(CO)cc3)cc3c(c21)C1CCC3C1 (stereo not drawn)
6.7,1,1,-1,-4,7,-1,-1,7,N#CC(=C=[N-])c1nc2ccccc2nc1-[n+]1cccc(NC(=O)c2cccs2)c1
-0.8,5,2,6,0,3,7,0,-9,C[C@H](NC(=O)c1ccccc1)C(=O)N1CCN(Cc2ccc3c(c2)OCO3)CC1
156*,15,94*,26,50*,-123,-26,-14,-24,CC(=O)Nc1ccc(Sc2ncccc2C(=O)Nc2ccc(F)cc2)cn1
-2.8,8,0,-9,-1,14,-1,-5,7,CCCC(=O)OCC(=O)Nc1ccc2[nH]c(=O)[nH]c2c1
0.9,-12,0,-12,2,-64,-3,9,7,CCOC(=O)N/N=C\c1ccc(-c2cc(Cl)ccc2Cl)o1

Ordered by heavy-atom count (highest first): some entries from above
CRFBP-R2 agonist,CHRM5 antagonist,M4 ag,CHRM4 antagonist,CHRM5 agonist,CRFBP-R2 block,M4 PAM,M5 PAM,M1 PAM,Compound
-0.1,-4,4,-20,9,-4,25,7,3,Cc1ccc(NS(=O)(=O)c2cc(C(=O)Nc3cccc(N(C)S(C)(=O)=O)c3)ccc2C)c(C)c1
6.7,1,1,-1,-4,7,-1,-1,7,N#CC(=C=[N-])c1nc2ccccc2nc1-[n+]1cccc(NC(=O)c2cccs2)c1
0.9,-12,0,-12,2,-64,-3,9,7,CCOC(=O)N/N=C\c1ccc(-c2cc(Cl)ccc2Cl)o1
